p53ts 39C tox = p53ts cell cytotoxicity, nonpermissive temperature. actives 1.5% (n = 130,000). AID 902. H1299-p53A138V viability at 39C, ATP luminescence, 24 h. Potency, µM (series often up to 46.1 µM), for inactives: at the highest dose activity change, negative = cell killing, actives largely listed as cytotoxic; also: nearly all actives have a fitted effect of over 55% in size
IkB sig inh = inhibitors of IkB signaling in ABC-DLBCL cells; actives 0.04% (n = 110,000); ABC-DLBCL IkBa-CBG/CBR dual luciferase ratio, 4 h; response scale: scaled: untreated 0%, proteasome inhibitor 100%; AID 445; Potency, µM (top dose mostly 57.1 µM), for inactives: at the top dose IkBa stabilization activation; active = well fitted curve in the direction sought with a large enough effect in the signal ratio, not every such curve was filed as active; inconclusive = small, poorly fitted or top-dose-only effect, or a change in a side signal; the % refers to the signal ratio;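 also: the direction sought is a rising ratio; 0% = basal untreated cells and 100% = reference inhibitor full response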
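Luminescence ratio of IκBα-fused green versus native red beetle luciferase in OCI-Ly3 cells, 4 h post-doxycycline with compound; red signal alone, scaled from basal (0%) to zero light (-100%), flagged nonspecific or cytotoxic effects.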
Imprint erasure = genomic imprint erasure induction. mouse ES Peg3-LacZ reporter, beta-gal luminescence, 40 h. Potency, µM (top dose mostly 60.7 µM), for inactives: at the highest dose activity change, positive = activation, usual class: activators. actives 0.02% (n = 110,000);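 also: 0% = negative control wells on the plate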
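Gelatin-coated wells received 300 freshly trypsinized female ES cells with a Peg3LacZ-Neo reporter on the maternal allele, then incubated 40 hours at 37C. BetaGlo was added for 5 minutes at room temperature before a single luminescence read.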
p53ts 32C tox = cytotoxicity in p53ts cells at permissive temperature | H1299-p53A138V at 32C, ATP luminescence viability, 24 h | Potency, µM (highest dose often 46.1 µM), for the others: top-dose activity change, negative = cytotoxicity, actives largely listed as cytotoxic | actives 0.93% (n = 130,000) | AID 924;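 also: 0% = DMSO and -100% = full killing by reference compound; nearly all actives have a fitted effect of over 55% in size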
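Cells: H1299 p53ts (A138V), 600/well, pre-incubated 16–30 h at 37C. Cpd up to 46 uM, 24 h, 32C. Readout: ATPlite luminescence, 20 min RT. Normalization: DMSO vs tamoxifen 100 uM. AC50 by Hill equation.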
* marks the source's active call; other numbers are inactive results; ? = inconclusive; . = no result given; & = joins results of further samples; [ ] = remark or other dose. Unless noted, calls follow the shape of the dose curve; as a rule, active = well fitted curve in the direction sought with a large enough effect; inconclusive = small, poorly fitted or top-dose-only effect, or another doubt; inactive = no such curve, though single readings can be large; an effect the other way counts as inactive or inconclusive. Unless noted, % is scaled to controls: 0 for no effect and ±100 for the full control effect; potency is read from the fitted curve at half-maximal effect.

SMILES	p53ts 39C tox	IkB sig inh	Imprint erasure	p53ts 32C tox
COCCNC(=O)COC(=O)c1nsc(Cl)c1Cl	4.0%	0.2%	14.4%	5.3%
O=c1c2cnn(-c3ccc(F)cc3)c2ncn1Cc1cccc(Cl)c1	13.7%	-1.3%	3.9%[10.9 µM]	-6.1%
COC(=O)[C@@]1(Cc2ccc(OC)cc2)[C@H]2c3cc(C(=O)N(C)C)n(Cc4ccsc4Br)c3C[C@H]2CN1C(=O)c1ccccc1	23.6%	.	-19.0%	31.6%[activator]
CCCn1c(SCC(N)=O)nnc1C(C)C	3.7%	0.0%	4.8%	6.2%
CCOc1ccccc1NC(=O)c1ccc2c(c1)CCCN2S(C)(=O)=O	-17.8%	?	-11.7%[10.9 µM]	0.7%
COc1cc(C(=O)Nc2nccs2)ccc1OCc1c(C)noc1C	-7.4%	?	-12.1%	7.3%
CCOC(=O)c1ccc(NC(=O)Cn2nc(SC)c(S(=O)(=O)c3ccc(Cl)cc3)c2N)cc1	-29.4%	-0.6%	-12.4%[10.9 µM]	57.4%[activator]
CCOC(=O)C1CCN(CC(O)COc2ccc(C(=O)CC)cc2)CC1 (stereo unspecified)	3.3%	1.7%	-14.1%	-11.9%
Cc1ccc(-n2ncc(C(=O)NCCN3CCC(Cc4ccccc4)CC3)c2C2CCN(C(=O)OC(C)(C)C)CC2)cc1	7.94µM*	?	-24.0%[10.9 µM]	?
COC(=O)CC1SCCNC1=O (stereo unspecified)	9.2%	1.6%	2.0%	1.2%
CC1=CC(=O)OC1Cc1ccncc1 (stereo unspecified)	4.0%	5.6%	6.2%	3.1%
COc1ccc(Oc2ncc3nc(-c4cccc(C#N)c4)c(=O)n(C)c3n2)cc1	-13.7%	3.3%[11.4 µM]	10.5%	-8.0%
CC1(C)OC2C(CO)OC(n3cnc4c(=O)[nH]c(N)nc43)C2O1 (stereo unspecified)	9.9%	.	-7.2%	-2.4%
Cc1sc2nc(SCC(=O)NCc3ccco3)n(CCc3ccccc3)c(=O)c2c1C	-16.3%	0.3%	-21.4%	-12.4%
Cc1ccccc1NC(=O)c1c(-c2ccccc2)noc1C	12.3%	0.0%	-6.2%	0.4%
Cc1ccc(NC(=O)c2c(NC(=O)C(F)(F)F)sc3c2CCCCC3)cc1	?	-1.1%	-14.6%[10.9 µM]	?
CCc1ccc(N(CC(=O)Nc2ccc(OC)cc2OC)S(C)(=O)=O)cc1	8.1%	0.4%	-17.4%	-1.7%
Cc1ccc(CN(Cc2ccco2)C(=O)c2oc3c(C)c(C)ccc3c2C)cc1	?	?	16.9%[10.9 µM]	0.9%
Cc1ccc(S(=O)(=O)c2nc(-c3ccco3)oc2SC(C)c2ccccc2)cc1 (stereo unspecified)	-2.2%	-0.1%	-12.8%[10.9 µM]	4.1%
COc1ccc(CCNC(=O)C2CCN(Cc3nc(-c4ccc(Cl)cc4)oc3C)CC2)cc1OC	9.3%	-0.5%	-10.4%	1.0%
CCCN1C(=O)C(O)(CC(=O)c2ccc(OC)c(OC)c2)c2ccccc21 (stereo unspecified)	30.0%	?	23.9%[10.9 µM]	-3.9%
N#CC1=C2SCN(Cc3ccco3)CN2C(=O)CC1c1cccc2ccccc12 (stereo unspecified)	-0.3%	?	3.2%	6.9%
COc1ccc(NC(=O)c2cc(S(=O)(=O)N3CCCC(C)C3)cn2C)c(OC)c1 (stereo unspecified)	4.5%	-0.6%	-7.9%[10.9 µM]	12.6%
O=C(Nc1nc(-c2ccccc2)cs1)C1CCCCN1S(=O)(=O)c1ccccc1 (stereo unspecified)	22.1%	?	-16.0%	17.4%
Nc1ncnc2c1ncn2[C@@H]1O[C@H](CO)[C@@H](O)[C@H]1O	12.6%	.	4.3%	13.3%
CCOc1ccc(S(=O)(=O)c2cn(Cc3ccccc3)c3ccc(OCC)cc3c2=O)cc1	-19.3%	?	10.9%[10.9 µM]	3.1%
COc1cc(NC(=O)CSc2nnnn2-c2ccccc2)cc(OC)c1OC	14.9%	4.1%	1.3%	1.9%
O=C(O)c1ccc(OC2CSC2)cc1	12.2%	3.0%	-8.6%	2.0%
NS(=O)(=O)c1ccc(N=Nc2nc3[nH]cnc(=S)c3[nH]2)cc1	-21.7%[9.22 µM]	6.4%[11.4 µM]	5.1%[10.9 µM]	-28.6%[9.22 µM]
Cc1ccc2c(c1)N(CC(=O)O)C(=O)CO2	-1.8%	2.0%	-3.0%	-7.8%
Cc1ccc(/C(O)=C2\C(=O)C(=O)N(c3cc(C)on3)C2c2cccc(Cl)c2)cc1 (stereo unspecified)	-5.6%	-1.4%	-0.2%	-1.2%
COc1ccc(CNc2cc(-c3ccc(OC)cc3)nc3nncn23)cc1	-28.1%	2.5%	-14.4%[10.9 µM]	-6.4%
O=C(CSc1ncc2c(n1)-c1ccccc1N(Cc1ccc(F)cc1)S2(=O)=O)NCc1ccccc1	5.2%	-0.2%	15.5%[10.9 µM]	8.8%
O=C(CSC1=Nc2ccccc2C2=NC(c3ccccc3)C(=O)N12)NCC1CCCO1 (stereo unspecified)	-5.1%	1.8%	-30.4%[inhibitor]	4.5%
O=C(CC1NCCNC1=O)OCc1ccccc1 (stereo unspecified)	4.4%	-5.2%	-5.7%	-1.0%
COc1ccc(NC(=O)CN2CCC(n3c(C)nc4cc(F)ccc43)CC2)c(OC)c1	-6.5%	0.5%	-10.5%	0.6%
CCOC(=O)CNC(=O)CSc1nc2cccnc2n1CC	0.2%	.	.	5.4%
CCCCNC(=O)NCC(=O)Nc1ccc(F)c(F)c1	17.7%	-0.3%	3.6%	-7.2%
CCn1c(SCC(=O)c2ccc(Cl)cc2)nnc1-c1ccoc1C	-14.8%	14.0%	-27.9%	-11.7%
COc1cc(C(=O)NCCc2cn3ccccc3n2)cc(OC)c1OC	-11.0%	7.2%	-11.6%	2.6%
CCCSC1=C(C#N)C(c2cccs2)C(C(=O)Nc2ccccc2)=C(C)N1 (stereo unspecified)	9.3%	.	.	3.6%
CCN(CC)c1sc(S(=O)(=O)c2ccccc2)nc1S(=O)(=O)c1ccc(C)cc1	-6.8%	0.3%	10.0%[10.9 µM]	18.3%
CC(=O)OC1CCC2(C)C(=CCC3C2CCC2(C)C3C[C@@H]3O[C@]32C(C)=O)C1 (stereo partly specified)	-9.1%	.	-0.5%	-0.9%
Cc1cccc(CC(=O)NCc2nc3cccnc3n2Cc2ccc(F)cc2)c1	-6.5%	-1.8%	23.4%[10.9 µM]	-3.2%
CNC(=S)N(Cc1ccc(OC)cc1)C1CC(=O)N(c2ccc(OC)cc2)C1=O (stereo unspecified)	-1.6%	.	.	5.8%
O=c1c2cccnc2[nH]c(=S)n1CCC1=CCCCC1	0.7%	-1.7%	4.3%	0.6%
CC1=C(C(N)=O)C(c2ccccn2)n2nc(-c3ccccc3Cl)nc2N1 (stereo unspecified)	-8.1%	7.6%	-3.2%	-8.0%
Cc1ccc(C2c3c(oc4ccccc4c3=O)C(=O)N2c2nnc(C)s2)o1 (stereo unspecified)	17.6%	-1.7%	-3.1%	2.2%
CC(=O)c1ccc(S(=O)(=O)Nc2ccc(-c3cn4c(C)csc4n3)cc2)cc1	0.5%	1.6%	-7.2%[10.9 µM]	-1.4%
CC(=O)OCCC(C)C	-7.1%	-0.2%	-2.6%	9.3%[1.84 µM]
O=C(CN(CCc1ccccc1)S(=O)(=O)c1ccccc1)NCc1ccc(Cl)cc1	-4.0%	?	-6.5%[10.9 µM]	18.8%
Cc1c(C(=O)NCc2ccccc2)sc2nc[nH]c(=O)c12	-23.7%	-2.7%	10.4%[10.9 µM]	9.3%
CCn1nnc(NC(=O)c2ccccc2Br)n1	-2.1%	9.1%	-12.9%	6.0%
COC(=O)c1cc2sc(Cl)cc2n1Cc1nc(-c2ccccc2F)oc1C	-9.3%	-1.4%	-9.4%[10.9 µM]	13.2%
CCOC(=O)c1cnc2c(C)cccc2c1Nc1ccc(OC(C)C)cc1	30.7%[activator]	?	-9.5%[10.9 µM]	-2.2%
COCCn1c(C)cc(C(=O)CSc2nnc(-c3cccnc3)n2-c2ccccc2F)c1C	-4.8%	.	6.3%	6.9%
N#CCCN1CCN(S(=O)(=O)c2ccc(S(=O)(=O)NC3CCCCC3)cc2)CC1	0.1%	-1.8%	-4.1%	-0.3%
C=CCn1c(-c2cc(OC)c(OC)c(OC)c2)n[nH]c1=S	5.2%	3.5%	-9.5%	8.5%
Cc1cccc(C(C)C)c1-n1nnnc1-c1ccccc1	-3.2%	0.4%	-17.0%	8.8%
COc1ccc(Cn2ccc3nc(C)c(C(=O)Nc4ccc(OC(F)(F)F)cc4)cc3c2=O)cc1	-21.5%	?	13.4%[10.9 µM]	-6.5%

The results go on.
SMILES	p53ts 39C tox	IkB sig inh	Imprint erasure	p53ts 32C tox
Cc1ccc(C)c(NC(=O)CSc2ccc3nc(-c4ccccc4)cn3n2)c1	-37.9%	1.7%	-6.4%[10.9 µM]	-0.5%
CC(=O)c1c(N2CCN(c3cccc(Cl)c3)CC2)nc(=S)n(-c2ccccc2)c1C	-3.0%	0.8%	-10.9%	1.1%
CC(C)OCCCn1c(-c2ccco2)nc2nc3ccccc3nc21	10.5%	-4.2%	-16.8%	-4.5%
CCC(=O)N1CCc2cc(Br)cc(S(=O)(=O)N3CCC(C(=O)Nc4ccc(OC)cc4)CC3)c21	5.8%	-1.2%	-18.8%[10.9 µM]	2.8%
CN1C=CC2=C(C#N)C(N)C(C#N)(C#N)[C@H](c3ccccc3)[C@H]2C1 (stereo partly specified)	18.6%	.	.	-2.3%
Cn1c(=O)c2cnc(N3CCOCC3)nc2n(C)c1=O	10.1%	0.0%	9.0%	2.6%
CC(C)c1ccc(NC(=O)c2cnn3c(C(F)F)cc(-c4ccccc4)nc23)cc1	29.0%	1.4%	?	4.4%
Cc1cccc(/C=C\c2ccccc2)n1	-7.3%	-0.3%&-4.7%	-20.5%	-29.4%
COc1ccc(-c2nc3n(n2)C(c2ccc(OC)c(OC)c2)C(C(=O)Nc2cccnc2)=C(C)N3)cc1 (stereo unspecified)	?	-3.5%	-11.1%[10.9 µM]	4.8%
CCC(=O)N/C(=N/c1nc(C)cc(C)n1)Nc1cccc(OC)c1	-2.4%	0.2%	-9.9%	4.3%
CC(C)C[C@H](NC(=O)[C@@H](O)[C@@H](N)Cc1ccccc1)C(=O)O	6.9%&5.2%	15.1%&4.8%	.	-2.2%&4.6%
COc1ccc(C(=O)Oc2cc(-c3ccc4c(c3)OCO4)cc(=O)c3c(C)oc(C)c23)cc1	4.2%	-2.4%	10.4%[10.9 µM]	5.9%
O=C(Cn1c(SCC(=O)Nc2ccc(F)cc2)nc2ccccc21)NCc1ccccc1Cl	?	?	-4.4%[10.9 µM]	-14.9%
CC1=C(C(=O)OCC2CCCO2)C(c2cccc(O)c2)NC(=O)N1 (stereo unspecified)	-0.2%	3.2%	-1.2%	-1.9%
COC(=O)COc1cccc(NC(=O)c2cccs2)c1	-2.3%	7.7%	-51.1%[inhibitor]	-26.3%
Cc1cc(N2CCN(S(=O)(=O)c3ccccc3)CC2)c2ccccc2n1	12.6%	?	-14.9%	-1.3%
CC(=O)NC(=O)NC1OC(=O)C(Cl)=C1Cl (stereo unspecified)	0.3%	?	.	3.6%
Cc1cc(C(=O)NCCN2CCN(c3cccc(Cl)c3)CC2)n(-c2ccccc2)n1	-0.6%	6.7%	-21.4%	0.9%
Cc1ccc2nc(-c3cccc(NC(=O)c4cccc5ccccc45)c3)oc2c1	?	-0.3%	-15.0%[10.9 µM]	?
CCCCc1c(O)nc(SCC(=O)Nc2ccc3c(c2)CCC3)[nH]c1=O	3.4%	0.2%	-9.7%	-0.5%

Compound profiles, as listed above.
CCCCc1c(O)nc(SCC(=O)Nc2ccc3c(c2)CCC3)[nH]c1=O across the screens: p53ts 39C tox = 3.4%; IkB sig inh = 0.2%; Imprint erasure = -9.7%; p53ts 32C tox = -0.5%
O=C(Cn1c(SCC(=O)Nc2ccc(F)cc2)nc2ccccc21)NCc1ccccc1Cl across the screens: p53ts 39C tox = ?; IkB sig inh = ?; Imprint erasure = -4.4%[10.9 µM]; p53ts 32C tox = -14.9%
CC1=C(C(=O)OCC2CCCO2)C(c2cccc(O)c2)NC(=O)N1 (stereo unspecified) across the screens: p53ts 39C tox = -0.2%; IkB sig inh = 3.2%; Imprint erasure = -1.2%; p53ts 32C tox = -1.9%

Screening data: PubChem BioAssay, National Center for Advancing Translational Sciences (NCATS)
